Assay outcomes from PubChem BioAssay.
Pf Dd2 growth: qHTS Primary assay for Inhibitors of Plasmodium falciparum Dd2 growth in vitro. P. falciparum Dd2 growth, SYBR Green, 72 h. Potency, µM (doses to about 28.9 µM), inactives show at the highest dose activity, negative = inhibition, usual class: inhibitors. actives 4.3% (n = 120,000). AID 1347417, 2020; active = well fitted inhibition curve with a large enough effect; inconclusive = small, poorly fitted or top-dose-only effect; inactive = no such curve, though single readings can be large or run the other way;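 note: plate controls were DMSO vehicle for no effect and reference drug for full effect; nearly all actives have a fitted effect of over 65% in size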
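Readout: SYBR Green fluorescence, 485 nm excitation, 535 nm emission, after ~16 h lysis at 37C. Before that, Dd2-infected red cells (2.5% hematocrit) grew 72 h with compound, 29 uM top final concentration.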
An asterisk follows results filed as active; i = inactive; ? = inconclusive; [ ] = another dose, or the depositor's remark. Potency is the fitted concentration of half-maximal effect. Some of the compounds tested. The share of hits here may be higher or lower than overall.

SMILES	Pf Dd2 growth
O=C(COc1ccc(F)cc1)Nc1ccc2nc(SCC(=O)N3CCCC3)sc2c1	?
COc1ccc2ncc3c(-c4ccc(C)c(C)c4)nn(CC(=O)NC4CCCC4)c3c2c1	?
CCOc1ccccc1NC(=O)C1CN(S(=O)(=O)C2CC2)CC12CCCCC2 (stereo not given)	i
Cn1ncc(N2CCC(CNC(=O)c3cn(CCN)nn3)C2)cc1=O (stereo not given)	9%
CNC(=O)[C@@H](c1ccc(OC)cc1)N1CCC[C@H]1C(=O)N1CCC(C)CC1	-13%[44.1 µM]
COc1ccc(CN(C)C(=O)C2(C)CCOCC2)cc1	19%[44.1 µM]
Cc1nn2c(c1-c1ccccc1-c1ccccc1)N(C(=O)C1CCOCC1)CCC2	?
Cc1nn(-c2ccc(C(C)C)cc2)c(C)c1[C@@H]1C=C[C@@H](NC(=O)Nc2ccc(Cl)cc2)C1	-3%
O=C([C@@H]1C[C@H](Oc2ccccc2)CN1C(=O)CCCc1ccccc1)N1CCCC1	i
O=C(NCC1(N2CCOCC2)CCCC1)c1coc(COc2cccc(F)c2)n1	i
CCCN[C@H]1C[C@@H](Cc2cc(COc3ccccc3)on2)C1(C)C	i
CCc1ccc2oc(-c3ccc(NC(=O)c4cccc(Cl)c4Cl)cc3)nc2c1	?
CCOCC(=O)N1CCN(Cc2ccc(=O)n(CC3CC3)c2)CC1	3%
COCCNC(=O)[C@@H]1C[C@H](Oc2cccnc2)CN1C(=O)c1cnccn1	13%
Cc1ccc2cc(CCC(=O)NCc3cccs3)c(=O)[nH]c2c1	-18%
CCc1nc2c(c(-c3ccc(O)cc3)n1)CN(CCC(C)C)CC2	?
Cc1ccc(Cl)cc1NC(=O)Cn1nc2c(cc1=O)CC(C)CC2 (stereo not given)	19%
COc1ccc(-c2ccccc2NC(=O)C2CCCN(Cc3c(O)cccc3OC)C2)cc1 (stereo not given)	1.8µM*
Cc1ccc(NS(=O)(=O)c2ccc3c(c2)N(C)C(=O)CC(=O)N3C)cc1Cl	i
CC(C)c1nn2c(=O)cc(COC(=O)c3ccc(NC(=O)c4ccccc4Cl)cc3)nc2s1	4%
COc1cc(OC)c(NC(=O)N2CCC(Oc3ncccc3C(=O)N(C)C)C2)cc1Cl (stereo not given)	i
Cc1noc(C)c1C(=O)N1CCC2(CC1)CC(NC(=O)NC(C)C)c1ccccc12 (stereo not given)	1%
Cc1ccoc1C(=O)N1CC(F)(F)C[C@H]1c1nc(C2CC2)no1	-25%
CC(C)(C)CNC1(Cc2cc(-c3cccc(O)c3)on2)COC1	?

Ordered by formula weight (ascending): part of the list above
SMILES	Pf Dd2 growth
CC(C)(C)CNC1(Cc2cc(-c3cccc(O)c3)on2)COC1	?
Cc1ccoc1C(=O)N1CC(F)(F)C[C@H]1c1nc(C2CC2)no1	-25%
CCc1nc2c(c(-c3ccc(O)cc3)n1)CN(CCC(C)C)CC2	?
Cc1ccc2cc(CCC(=O)NCc3cccs3)c(=O)[nH]c2c1	-18%
CCCN[C@H]1C[C@@H](Cc2cc(COc3ccccc3)on2)C1(C)C	i
Cc1ccc(Cl)cc1NC(=O)Cn1nc2c(cc1=O)CC(C)CC2 (stereo not given)	19%
COCCNC(=O)[C@@H]1C[C@H](Oc2cccnc2)CN1C(=O)c1cnccn1	13%
Cc1nn2c(c1-c1ccccc1-c1ccccc1)N(C(=O)C1CCOCC1)CCC2	?
O=C(NCC1(N2CCOCC2)CCCC1)c1coc(COc2cccc(F)c2)n1	i
O=C([C@@H]1C[C@H](Oc2ccccc2)CN1C(=O)CCCc1ccccc1)N1CCCC1	i
Cc1ccc(NS(=O)(=O)c2ccc3c(c2)N(C)C(=O)CC(=O)N3C)cc1Cl	i
Cc1noc(C)c1C(=O)N1CCC2(CC1)CC(NC(=O)NC(C)C)c1ccccc12 (stereo not given)	1%
COc1ccc(-c2ccccc2NC(=O)C2CCCN(Cc3c(O)cccc3OC)C2)cc1 (stereo not given)	1.8µM*
COc1cc(OC)c(NC(=O)N2CCC(Oc3ncccc3C(=O)N(C)C)C2)cc1Cl (stereo not given)	i
CC(C)c1nn2c(=O)cc(COC(=O)c3ccc(NC(=O)c4ccccc4Cl)cc3)nc2s1	4%

New compounds follow.
SMILES	Pf Dd2 growth
CCOC(=O)c1ccc(N2C(=O)c3n[nH]c(-c4cccs4)c3C2c2ccc(C(C)(C)C)cc2)cc1 (stereo not given)	7.1µM*
CN1C[C@H](O)C[C@H]1c1nnc2n1CCN(C(=O)CC1CCCCC1)CC2	6%
Cn1ccnc1CNc1nccc(-c2cnn(-c3ccccc3F)c2)n1	i
CC(C)c1ccc(NC2=N[C@H]3[C@@H](O)[C@H](O)C[C@H](C(=O)NCCN4CCOCC4)[C@H]3S2)cc1	-15%
Cc1ncc(C)c(N2C[C@H](NC(=O)CCC(F)(F)F)[C@@H](C(C)C)C2)n1	-26%
O=C(NCc1ccncc1)c1cn(C2CN(C(=O)Nc3ccccc3)C2)nn1	18%
CCOc1ccc(C(c2c(O)cc(C)n(Cc3ccco3)c2=O)N2CCN(C)CC2)cc1 (stereo not given)	77%[activator]
Cc1ccc(CN(C)C(C)c2cccs2)cc1 (stereo not given)	-13%[44.1 µM]
Cc1ccccc1N(C)C1CN(Cc2ccc(F)cc2)C1	?
Cc1ccc(-c2noc(-c3ccc(N4CCC(C)CC4)c([N+](=O)[O-])c3)n2)cc1	24%
CCCN(CC1CC1)C(=O)c1coc(COc2ccc3sc(C)nc3c2)n1	-9%
CN(CC(N)=O)C(=O)[C@@H]1[C@@H](NC(=O)Nc2ccc(F)cc2F)CCN1C(=O)c1cnccn1	-15%
O=C(CCc1cc2n(n1)CCCNC2)NC1CCCN(c2ncccn2)C1 (stereo not given)	0%
CCCC(C(=O)Nc1cc(C)c(Cl)cc1OC)N1Cc2ccccc2C1=O (stereo not given)	?
Cc1nc(C(F)(F)F)nc(N2CCOC(c3ccc(F)cc3)C2)c1C (stereo not given)	?
COc1ccc(C(=O)NC[C@@H]2C=C(C)[C@H](Cc3nnc(-c4cncn4C)o3)C[C@H]2C(C)C)cc1	?
Cc1ccc(NC(=O)C2CCCN(S(=O)(=O)c3cccc4cccnc34)C2)c(Br)c1 (stereo not given)	7%
CCc1ccccc1OCC(=O)c1ccc2c(c1)N(CC(=O)NCCCOC)C(=O)CO2	i
COc1ccc(C(=O)N2Cc3ccccc3CC23CCCN(C(=O)CCN)C3)cc1 (stereo not given)	-10%
CCOc1ccccc1NC(=O)Cn1c(-c2ccc(F)cc2)nc(C)cc1=O	-19%
COc1cc(C(c2c(C)[nH][nH]c2=O)c2c(C)[nH][nH]c2=O)ccc1OC(=O)c1ccccc1OC	-25%
COC[C@@H]1CN(C(=O)CCn2ccnc2)C[C@H]1c1ccncc1	6%
CC1CCC(C(=O)NC(C(=O)OCC(=O)c2ccc(Br)cc2)C(C)C)CC1 (stereo not given)	-3%
CN1CC(=O)N(C2CCNCC2)Cc2c(NC3CCCCC3)ncnc21	-28%
CCCNC(=O)N1CCC(c2noc(-c3ccccc3)n2)C1 (stereo not given)	1%[5.79 µM]
COc1ccccc1CN1CC[C@H]2COC(=O)N2c2cc(F)ccc2C1	?
O=C(CN1C(=O)CCSc2ccc(S(=O)(=O)N3CCCC3)cc21)Nc1ccccc1Cl	i
Cc1nc(C)c(C(=O)NCc2cccnc2N(C)C2CCCCC2)s1	-26%
O=C(Nc1cccc(Cl)c1F)N1CCC(OC2CCN(Cc3ccccc3)CC2)CC1	6.3µM*
O=C(c1cccs1)N1CCC2(CC1)NCCc1c2[nH]c2ccccc12	?
COc1cc(C(=O)N2CCC(O)(c3ccc(C)cn3)CC2)cc(OC)c1OC	-18%
COc1ccc(S(=O)(=O)NC[C@H]2COCc3nc4c(C)cccc4n32)cc1	-16%[44.1 µM]
O=C(NC1CCCC1)C1CCN(C(=O)c2ncn3c2COC(c2ccc(Cl)cc2)C3)CC1 (stereo not given)	-16%
O=c1cc(-c2ccncc2)oc2c(-c3ccccc3O)nccc12	1.8µM*
Cc1cc(C)n(CCC(=O)N2CCC(CCOc3ccc(F)cc3)C2)n1 (stereo not given)	-23%
Cc1ccc(-c2nc(-c3cc4cccc(OCc5cccc(F)c5)c4oc3=O)no2)cc1	-1%
CCc1ccc(CNC(=O)C2CCN(c3cc(C(F)(F)F)nc(C)n3)CC2)cc1	?
O=C(NC1CCc2nn(CC3CC3)c(=O)n2CC1)c1ccc2nc[nH]c2c1 (stereo not given)	i
O=C(NCc1ccnc2[nH]ccc12)c1cccnc1	26%[44.1 µM]
COCCn1c(C)cnc1CCNS(=O)(=O)Cc1ccccc1F	?
COc1ccc(CN2Cc3[nH]nc(-c4cccc(OC)c4OC)c3CC2=O)cc1	-7%[44.1 µM]
COc1ccc(C(=O)Nc2ccc(-n3nncc3-c3ccc(OC)c(OC)c3)cc2)cc1	?
CC(=O)Nc1ccc(OCC(=O)NC(C)c2ccccc2)nc1 (stereo not given)	60%[activator]
CCOc1ccc(C(c2c(O)cc(C)n(CCOC)c2=O)N2CCC(C)CC2)cc1 (stereo not given)	-6%
CC(C)C(=O)Nc1cccc(NC2=NS(=O)(=O)c3ccccc32)c1	11%
CCc1ccccc1NC(=O)N1CCC(Oc2ncccc2NC)C1 (stereo not given)	i
Nc1cc(=O)nc(SCC(=O)Nc2cccc(Cl)c2)n1CCc1ccccc1	-3%
COCc1nc2ccccc2n1Cc1ccc(C(C)(C)C)cc1	?
CS(=O)(=O)N1CCC(C2CCN(Cc3ccsc3)C2)CC1 (stereo not given)	i
COC[C@@H]1CN(Cc2cccc(OC)c2OC)C[C@H]1c1ccncc1	i
COc1ccc(NC(=O)N2CCCC2c2noc(COc3ccc(F)cc3)n2)cc1OC (stereo not given)	0%
COc1ccc(Cl)cc1NC(=O)c1c(NCc2cccs2)sc2c1CCC(C)C2 (stereo not given)	13µM*
CCC(=O)N(C1CCOCC1)C1CCN(S(=O)(=O)c2cccnc2)CC1	-16%
Cc1onc(C(=O)NC2CCc3nn(C)c(=O)n3CC2)c1COc1ccccc1 (stereo not given)	-1%
CC1(C)Cc2c(c(N3CCOCC3)nc3sc(C(=O)Nc4ccc(Cl)cc4)c(N)c23)CO1	?
CCOC(=O)c1ccccc1NC(=O)c1sc2nc(-c3ccc(F)cc3)cn2c1C	93%[activator]
CC(=O)Nc1ccc(C(=O)N2CCC3(CC2)N=C(c2ccc(Br)cc2)NO3)cc1	?
Cc1nc(N2CCCC2)c2c(C(=O)Nc3cccc(C)c3C)c(C)oc2n1	9%
Cc1cccc(Cc2c(C)nc3nc(SCC(=O)NCc4ccc(F)cc4)nn3c2C)c1	49%[activator]
O=c1[nH]c(N2CCOCC2)nc2c1CCN(Cc1cc(F)c(F)c(F)c1)CC2	?
Additional compounds
SMILES	Pf Dd2 growth
Cc1cn2nc(C(=O)N3CCC(NC(=O)c4ccccc4F)CC3)cc2c(=O)[nH]1	-25%
Cc1ccc(NC(=O)Cn2c(N3CCN(c4ccccc4)CC3)nc(C)cc2=O)cc1	?
CC(C)C1c2nccn2CCCN1C(=O)c1cocn1 (stereo not given)	-3%
Cc1ccc(CC(=O)NCc2nnc3c(-c4nc(C5CC5)no4)cccn23)cc1	i
CCc1cccc(NC(=O)c2cnc(N3CCOCC3)c3ccccc23)c1	-2%
O=C(Nc1ccccc1Oc1cccnc1)C1CCCN1C(=O)CC1CCCC1 (stereo not given)	-9%
Clc1cccc(CN2CCOC[C@H](Oc3ccccc3)C2)c1	i
COCCc1noc([C@@H]2CN(Cc3ccc4[nH]ccc4c3)C[C@H]2CO)n1	-27%
O=C(CCCc1ccccc1)NCC(=O)N1CCN(c2ccccn2)CC1	i
COC(=O)c1cc2oc(C)cc2n1Cc1ccccc1Cl	28%
Cc1ccccc1-c1nc(CS(=O)(=O)CC(=O)NCc2cccc(Cl)c2)c(C)o1	14%
O=C(NCc1ccccc1C(F)(F)F)C1CCCN(c2cnn(Cc3ccccc3)c(=O)c2)C1 (stereo not given)	?
COc1ccc(OC)c(CCNC(=O)c2cc3c(=O)n(C)c4ccccc4c3n2C)c1	?
COc1ccc(CCNC(=O)c2ccc3c(c2)N(Cc2ccccc2F)C(=O)c2ccccc2S3=O)cc1OC (stereo not given)	?
COc1ccc(NC(=O)c2sc3nc4n(c(=O)c3c2C)CCC4)c(OC)c1	-8%
CNC(=O)[C@@H](c1ccccc1)N1CCC[C@H]1C(=O)NCC1CC1	-15%[44.1 µM]
O=C(NCCN1CCOCC1)[C@H]1C[C@@H](O)[C@H](O)[C@@H]2N=C(Nc3ccc(-n4cccn4)cc3)S[C@@H]21	3%
CCN(CCCNC(=O)Cn1ncc2c3ccccc3n(C)c2c1=O)c1cccc(C)c1	12%
COc1ccc(-c2noc([C@@H]3CCCN3C(=O)Cc3ccccc3OC)n2)cc1	-22%
Cc1oc(-c2ccccc2F)nc1CSCC(=O)N1CCN(c2ccccc2)CC1	-15%
COc1cccc(C(=O)N[C@@H]2CN(c3ncccn3)C[C@H]2CN(C)C)c1C	4%
Cc1cc(=O)n2nc(N3CCC(C(=O)Nc4c(C)cccc4C)CC3)sc2n1	12%
COc1ccc(C)cc1NC(=O)Cn1cc(S(=O)(=O)N2CCC(C)CC2)c2ccccc2c1=O	?
O=C1CC2(CCN([S+](=O)([O-])c3ccccc3)CC2)Oc2ccccc2N1	i
CCOC(=O)c1c(C)[nH]c(C)c1S(=O)(=O)N1CCC(C(=O)N2CCN(c3ccc(F)cc3)CC2)CC1	i
COc1ccc(CCNC(=O)c2oc(=O)c3ccccc3c2-c2ccccc2)cc1OC	-6%
CCCCNc1oc(-c2ccc(COc3ccc(OC)cc3)o2)nc1C#N	-19%
CC(=O)c1ccc(NC(=O)C2CCCN(S(=O)(=O)c3ccc(Br)s3)C2)cc1 (stereo not given)	11%
CCN(C(=O)CN1C(=O)COc2ccc(S(=O)(=O)N3CCOCC3)cc21)c1cccc(C)c1	?
CCOc1ccccc1NC(=O)c1cc2c(=O)[nH]c3ccccc3c2s1	7%
